Bioassay records deposited in PubChem BioAssay by several laboratories.
PP5 inh: blocks human protein phosphatase 5 activity | purified PP5c, OMFP substrate fluorescence | P53041 | inhibition, % at 6.7 µM | 320,000 tested, 0.18% active | AID 1987;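 active = inhibition above the campaign's mean inhibition across all tested compounds plus 3 SD, cut at about 9.5% in these data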;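 also: 0% = DMSO only and 100% = 100 µM cantharidin control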
Target sequence (P53041 whole entry, looked up): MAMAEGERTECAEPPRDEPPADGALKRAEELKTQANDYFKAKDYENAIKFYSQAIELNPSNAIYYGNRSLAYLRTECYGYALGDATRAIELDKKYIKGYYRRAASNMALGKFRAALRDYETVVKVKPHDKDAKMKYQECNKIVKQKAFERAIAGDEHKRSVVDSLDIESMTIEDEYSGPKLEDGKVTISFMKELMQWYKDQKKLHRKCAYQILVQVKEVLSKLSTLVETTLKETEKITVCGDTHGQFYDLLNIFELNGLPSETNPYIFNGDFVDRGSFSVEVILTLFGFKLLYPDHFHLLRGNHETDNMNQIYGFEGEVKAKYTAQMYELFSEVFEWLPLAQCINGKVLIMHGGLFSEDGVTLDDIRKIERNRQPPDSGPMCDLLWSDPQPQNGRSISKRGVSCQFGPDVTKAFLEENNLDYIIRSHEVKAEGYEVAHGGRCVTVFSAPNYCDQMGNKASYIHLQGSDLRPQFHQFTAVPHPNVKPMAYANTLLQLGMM
Fh CTSL1 inh: cathepsin L1 inhibition, PFM18AAP counter-screen. 300,000 tested, 0.49% active. recombinant F. hepatica cathepsin L1, Z-Leu-Arg-MCA fluorescence. inhibition, % at 5.96 µM;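 active = inhibition above the mean of all tested compounds plus 3 SD, set per screening campaign, cut at about 17% in these data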;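 also: 0% = plate median of test compound wells and 100% = 1 µM Z-Phe-Ala-diazomethylketone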
PREPL inhibitor: inhibitors of human prolyl oligopeptidase-like enzyme PREPL; Q4J6C6; recombinant PREPL, fluorescence polarization activity-based probe; inhibition, % at 5.96 µM; 320,000 tested, 0.68% active; AID 2751; in the data active = inhibition above about 43%;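 also: 0% = enzyme with DMSO and 100% = wells lacking enzyme; many of its hits are not listed in these tables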
core dimer inh: blocks dimerization of HCV core protein. TR-FRET GST/Flag-core106 dimerization, 1536-well. inhibition, % at 5 µM. 300,000 tested, 0.33% active;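 active = inhibition above the mean of all tested compounds plus 3 SD, set per screening campaign, cut at about 45% in these data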
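Material: GST/Flag-tagged HCV core106 proteins. Incubation: 4 h, 22.5 °C incubation. Read-out basis: inhibition (%) from 671 over 617 nm ratio. Measured by: TR-FRET, excitation 340 nm, emission 617 and 671 nm.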
PP1 counter: blocks human PP1-alpha phosphatase, a PP5 counter-screen; P62136; purified PP1alpha, OMFP fluorescence; 320,000 tested, 0.9% active; inhibition, % at 6.7 µM;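 active = inhibition above the mean inhibition of all tested compounds plus 3 SD, computed separately for each screening campaign, cut at about 15% in these data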
Target sequence (P62136 whole entry, looked up): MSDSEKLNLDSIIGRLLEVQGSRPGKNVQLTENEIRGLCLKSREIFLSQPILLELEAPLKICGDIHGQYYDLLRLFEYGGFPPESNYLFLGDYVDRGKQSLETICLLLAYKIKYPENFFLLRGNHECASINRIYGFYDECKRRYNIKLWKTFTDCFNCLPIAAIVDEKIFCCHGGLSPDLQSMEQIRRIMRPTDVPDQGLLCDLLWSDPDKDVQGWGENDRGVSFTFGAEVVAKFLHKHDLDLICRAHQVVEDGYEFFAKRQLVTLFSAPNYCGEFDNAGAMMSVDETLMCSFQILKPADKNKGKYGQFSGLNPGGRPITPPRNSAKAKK
TPT1 inhibitor: inhibitors of Candida albicans tRNA 2'-phosphotransferase TPT1; recombinant caTPT1, FP RNA substrate dephosphorylation; inhibition, % at 5 µM; 300,000 tested, 0.81% active; AID 1962;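 active = inhibition above the mean of all tested compounds plus 3 SD, set per screening campaign, cut at about 24% in these data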;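 also: plate controls were DMSO alone for no effect and ferristatin control at 100 nM for full effect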
EBNA-1 inh: blocks EBNA-1 binding to DNA. EBNA-1 DNA binding, fluorescence polarization. inhibition, % at 14.8 µM. 300,000 tested, 0.34% active; in the data active = inhibition above about 28%
ZTA DNA inh: counter-screen for EBNA-1 inhibitors: inhibitors of Epstein-Barr virus ZTA; inhibition, % at 11 µM; ZTA-DNA binding, fluorescence polarization; 320,000 tested, 0.15% active; in the data active = inhibition above about 33%
Target sequence (P03206 whole entry, looked up): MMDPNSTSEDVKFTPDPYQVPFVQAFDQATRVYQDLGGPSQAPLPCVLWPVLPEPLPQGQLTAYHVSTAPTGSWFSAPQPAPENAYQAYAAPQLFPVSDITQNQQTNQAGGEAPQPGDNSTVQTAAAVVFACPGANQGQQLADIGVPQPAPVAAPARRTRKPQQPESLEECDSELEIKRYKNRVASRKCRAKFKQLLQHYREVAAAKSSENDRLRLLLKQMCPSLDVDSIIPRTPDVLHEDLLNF
Efflux pump mplx: inhibitors of Candida antifungal efflux pumps expressed in yeast; S. cerevisiae Candida pump triplex, Nile Red efflux; inhibition, % at 10 µM; 330,000 tested, 0.44% active;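 active = plate passing quality check with inhibition over a set limit, or well fluorescence over plate mean plus 4 SD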;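 also: Nile Red retained in pooled yeast measured as flow cytometry median fluorescence; 0% = buffer negative control and 100% = Enniatin B positive control; higher means more Nile Red kept so more efflux inhibition; some compounds called inactive have numbers as strong as hits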
* = called active by the depositor; . = no result given. This is a subset. The share of hits here may be higher or lower than overall.

Fields – Fh CTSL1 inh	EBNA-1 inh	PREPL inhibitor	TPT1 inhibitor	ZTA DNA inh	core dimer inh	Efflux pump mplx	PP5 inh	PP1 counter
> Cc1ccc(C(=O)C(OC(=O)c2c(C)cc(=O)oc2C)c2ccccc2)cc1 (stereo not drawn)
→ -8	1	15	-2	16	9	0.3	0.6	2
> COC(=O)Nc1sc2c(c1C(=O)NCc1ccco1)CCCC2
→ 4	2	12	1	5	2	0.1	2.7	-6
> Cc1cccc(C)c1NC(=O)C(c1ccccc1)N1CCN(C(=O)c2ccco2)CC1 (stereo not drawn)
→ -1	8	7	-1	5	3	-0.5	5.1	-2
> Cc1ccc(NS(=O)(=O)c2cc(C(=O)N3CCOCC3)ccc2C)cc1
→ -3	7	-6	0	5	2	-0.1	1.4	-1
> CCOC(=O)C(=O)NC(C)CCc1ccccc1 (stereo not drawn)
→ 0	9	0	3	2	-2	0.0	2.6	-2
> CC#CCN1C(=O)N[C@@H](c2ccccc2)C(C(=O)OC)=C1C
→ -2	-3	6	1	1	7	0.0	0.3	-3
> O=C(COC(=O)c1ccc([N+](=O)[O-])s1)NC(c1ccccc1)c1ccccc1
→ 6	5	20	-1	3	5	1.9	1.4	5
> CCOC(=O)Cc1nnc(Nc2ccc(C)cc2)c2ccccc12
→ 2	16	7	1	20	-2	0.0	-0.6	-1
> CC(=O)C(Sc1nn(C)c(=S)s1)C(=O)Nc1ccccc1 (stereo not drawn)
→ -4	3	10	-1	-10	-5	-0.2	1.6	-3
> CCOC(=O)N1CCC(NC(=O)CS(=O)(=O)Cc2nc(-c3ccccc3C)oc2C)CC1
→ -1	-13	-3	-4	-14	-58	-0.1	1.5	1
> CCCOc1ccc(/C=N/NC(=S)Nc2ccccc2[N+](=O)[O-])c(O)c1
→ 7	7	5	5	-2	1	-0.1	0.0	15*
> CCC(=O)Nc1ccc(C(=O)CSc2nnc(-c3ccc(O)cc3)n2CC2CCCO2)cc1OC (stereo not drawn)
→ -1	0	-1	-5	-8	-3	0.0	0.6	0
> CCCCC(=O)Nc1ccc(C(=O)NCCc2ccccc2)cc1
→ 1	5	7	-1	-13	7	0.1	0.7	-1
> COc1ccc2oc(=O)c(C(=O)Nc3ccccc3O)cc2c1
→ 1	9	-2	2	1	3	-0.1	-0.7	3
> Cc1cc(C)c(COc2ccc(/C=N/n3c(C)n[nH]c3=S)cc2)c(C)c1
→ 2	4	25	-3	18	10	-2.1	5.6	4
> CC(C)CCNC(=O)CCn1c(=S)oc2ccccc21
→ 2	7	11	-4	-4	6	-0.5	-1.4	0
> CCCC(=O)Nc1cccc(C(=O)Nc2nccs2)c1
→ 5	4	-8	-1	4	-7	-0.2	0.8	-2
> O=C(CSc1nnc(Nc2ccccc2)s1)NCC1CCCO1 (stereo not drawn)
→ .	.	2	.	14	.	0.0	-2.6	0
> COc1ccc(C(=O)NNC(=O)COc2ccc(Cl)cc2C)cc1S(=O)(=O)N1CCOCC1
→ -11	4	7	-2	-1	-2	0.0	-1.2	-1
> O=C1c2ccccc2C(=O)N1CCCC(=O)N1CCCc2ccccc21
→ 1	2	0	-2	0	1	0.0	-0.2	-1
> O=C(Cn1cnc2cc([N+](=O)[O-])ccc2c1=O)NC1CCS(=O)(=O)C1 (stereo not drawn)
→ 3	-1	8	-2	-12	-1	-0.2	0.3	1
> CCCCNC(=O)N1CCN(c2ccccc2OCC)CC1
→ -3	-1	-6	-1	-7	4	-0.2	-0.1	0
> Oc1ccccc1-c1nc(N2CCCC2)c2ccccc2n1
→ -3	0	-9	1	12	12	-0.1	1.1	-4
> COc1ccc(N2CCC(CNC(=S)Nc3cccc(C)c3)C2)cc1 (stereo not drawn)
→ -1	-1	43	2	-10	-8	0.0	2.7	2
> Cc1noc(C)c1CCC(=O)N1CCCC(CCC(=O)NCc2ccc(F)c(F)c2)C1 (stereo not drawn)
→ -2	-5	9	2	-4	-4	0.2	1.0	-1
> O=C(COC(=O)c1n[nH]c(=O)c2ccccc12)c1ccccc1
→ 1	6	10	-4	-1	-3	0.1	1.8	0
> C[C@]12C=CC(=O)C=C1CC[C@@H]1[C@@H]2[C@@H](O)C[C@@]2(C)[C@H]1CC[C@]2(O)C(=O)CO
→ 0	1	1	2	4	10	0.0	1.8	-2
> O=C(Cc1ccccc1)NCCSCc1ccccc1
→ -3	2	3	-4	-3	0	0.0	-1.0	-3
> O=C(NCc1ccc(Cl)cc1)C(=O)NCC1OCCN1S(=O)(=O)c1cccs1 (stereo not drawn)
→ 1	-6	3	2	15	17	0.0	0.5	1
> CCn1ncc(-c2cc(C(=O)O)no2)c1C
→ -3	-5	2	-1	2	-4	-0.3	-0.3	-3
> CC(=O)C1=C(c2ccccc2)NC(=O)NC1c1ccccc1OCC(=O)Nc1ccccc1 (stereo not drawn)
→ -3	13	9	1	3	4	-0.1	3.6	-1
> COC(=O)c1ccc(COc2ccc(-c3nnn(CC(N)=O)n3)cc2)cc1
→ 1	6	20	-7	-1	10	0.0	0.2	-2
> Fc1ccc(Nc2nc(-c3ccncc3)nc3ccccc23)cc1F
→ -1	-11	1	-2	-5	-5	0.0	3.8	2
> O=C(CCCn1c(=O)c2cccn2c2cccnc21)NCc1cccc(Br)c1
→ 6	0	-10	5	1	6	0.6	-1.2	1
> CN(CC(=O)Nc1ccc(OC(F)(F)F)cc1)C(=O)/C=C/c1cc2c(cc1[N+](=O)[O-])OCO2
→ .	.	19	.	-15	.	0.1	5.5	4
> O=C(COC(=O)c1cccnc1Cl)Nc1cc(S(=O)(=O)N2CCCCC2)ccc1Cl
→ -8	2	6	-6	0	3	-0.1	1.0	-1
> CC(=O)c1sc(NC(=O)C2CCN(c3ncnc4sc(C)c(C)c34)CC2)nc1-c1ccccc1
→ 0	-3	13	-2	2	8	0.0	-2.3	-1
> CC(C)CNC(=O)COC(=O)c1n[nH]c2ccccc12
→ -2	1	1	-4	14	-1	0.0	-1.7	-4
> COC(=O)c1sc(N)c(C(=O)OC)c1COC(=O)[C@@H](NS(=O)(=O)c1cccc(Cl)c1)C(C)C
→ 3	0	-13	1	1	0	-1.1	3.4	2
> CCCC(=O)c1ccc(N2CCN(C(=O)c3cccs3)CC2)c(F)c1
→ 0	-5	-2	1	-6	8	-0.1	2.8	3
> Cc1ccc(Oc2coc3cc(OC(=O)c4cccs4)ccc3c2=O)cc1
→ -1	10	39	3	12	12	0.3	1.5	15
> Cc1ccc(NC(=O)COC(=O)C2CCC(=O)N2)c(S(=O)(=O)N2CCOCC2)c1 (stereo not drawn)
→ -8	-6	-11	2	-10	-4	0.3	1.9	-4
> CN(CCC1CCOCC1)Cc1nc(Cc2ccccc2F)no1
→ 3	8	5	-3	8	-1	0.0	0.3	-2
> CCC/C(=C1/C(=O)CC(C)(C)C(C(=O)OC)C1=O)N1CCCC1 (stereo not drawn)
→ -2	1	-5	-1	4	-4	-0.1	-1.9	4
> CCOc1ccc(N2C(=O)CC(n3ccc(C)n3)C2=O)cc1 (stereo not drawn)
→ 0	-10	-2	-4	-10	-1	0.3	3.8	-5
> COc1cccc(CNC(=O)C2CCCN(S(=O)(=O)c3c(C)n[nH]c3C)C2)c1 (stereo not drawn)
→ 6	-2	-4	0	-6	10	-0.1	-0.6	-6
> Cc1noc(C)c1C(=O)Nc1ccc(-c2nnc3n2CCCCC3)cc1
→ .	.	6	.	-6	.	-0.3	-3.6	-3
> Oc1ccc2ccccc2c1C=Nc1ccccc1
→ -1	-5	17	0	-4	11	0.0	2.6	2
> CC1CCCC(NC(=O)CCn2c(=O)oc3ccccc32)C1C (stereo not drawn)
→ -3	1	-12	-4	-19	-3	0.0	0.8	0
> O=C(OCc1nc2ccccc2s1)C1CCN(C2=NS(=O)(=O)c3ccccc32)CC1
→ -1	-8	39	-1	-18	-2	0.4	1.7	3
> Cc1ccc2[nH]c(CN3CCN(C)C(CCO)C3)c(C)c2c1 (stereo not drawn)
→ -2	2	8	-2	-15	-7	-0.2	1.5	-1
> O=C(N/N=C/c1ccccn1)c1ccc(NC(=O)c2ccc(F)cc2)cc1
→ 5	7	18	0	-8	-10	-0.1	-0.9	1
> Cc1cc(=O)[nH]c(N/N=C/c2c(C)nn(-c3ccccc3)c2C)n1
→ 2	4	8	0	7	6	0.0	1.4	0
> CC(=O)N(CN1C(=O)c2ccccc2C1=O)c1cccc(C)c1
→ -1	-20	13	0	5	3	0.3	-6.2	-3
> COc1cccc(NC(=O)CN(C)CC(=O)Nc2ccccc2-c2ccccc2)c1
→ 2	-6	-10	-2	-13	6	0.0	2.9	-5
> Cc1cccc(C)c1NC(=O)NCCCN1CCN(c2ccccc2)CC1
→ 2	-1	11	-2	-4	-3	0.0	0.2	1
> CCCn1c(CCC(=O)Nc2ccccc2Cc2ccccc2)nc2cc(S(=O)(=O)N3CCOCC3)ccc21
→ 2	11	-13	5	4	6	0.2	3.6	-2
> CCc1nnc(NC(=O)c2ccc(N(C)S(=O)(=O)c3ccccc3)cc2)s1
→ 6	0	3	-2	3	0	-0.1	4.0	-9
> O=C(CN1Cc2ccccc2C1=O)Nc1ccc2c(c1)OCCO2
→ -4	9	6	2	-4	-18	0.7	-0.2	-6
> Cc1nn(-c2ccccc2)c(=S)c2ccccc12
→ -1	-1	2	0	-7	-6	0.0	2.1	-5

Other structures
Fields – Fh CTSL1 inh	EBNA-1 inh	PREPL inhibitor	TPT1 inhibitor	ZTA DNA inh	core dimer inh	Efflux pump mplx	PP5 inh	PP1 counter
> CCOc1cccc(C(=O)NC(=S)Nc2ccc3c(c2)OCCO3)c1
→ 3	5	3	-1	20	3	0.1	0.8	-2
> CCCCn1c(N)c(N(CC(C)C)C(=O)c2cccc(S(=O)(=O)N3CC(C)OC(C)C3)c2)c(=O)[nH]c1=O (stereo not drawn)
→ -3	-8	-3	-2	6	2	0.1	-1.3	0
> O=C(Nc1nc(-c2cccc([N+](=O)[O-])c2)cs1)C(c1ccccc1)c1ccccc1
→ -1	16	3	-3	1	29	0.0	2.7	3
> O=C(COC(=O)c1cncc(Br)c1)NCCC1=CCCCC1
→ -2	-4	2	-1	0	-1	0.1	-1.9	-1
> COC1=C/C(=C/c2c(N)n3cc(C)sc3nc2=O)C=CC1=O
→ 2	-5	2	81*	14	-27	0.5	-5.5	-3
> O=C(O)COc1ccccc1/C=N/NC(=O)CNC(=O)c1ccco1
→ 5	-14	10	-1	8	-4	0.3	0.0	1
> Cc1ccc2c(c1)c(-c1csc(N)n1)c(C)n2C
→ 5	1	9	-2	-9	-6	0.0	-2.0	1
> O=C1CC(c2ccccc2)CC(=O)N1c1ccc(C(F)(F)F)cc1
→ .	.	12	.	17	.	0.2	1.0	-2
> O=C(c1ccc(N2CCCC2=O)cc1)N1CCN(c2ccccc2)CC1
→ -3	-4	4	-3	-4	2	0.1	2.8	3
> COc1cccc(C2c3[nH]c4ccccc4c3C[C@H]3C(=O)N(c4ccccc4C(=O)N4CCC(C(=O)O)CC4)C(=O)N23)c1 (stereo partly drawn)
→ -3	6	-1	-9	6	1	-0.2	2.5	-4
> Cc1c(NC(=S)NC(=O)c2cccc(Br)c2)c(=O)n(-c2ccccc2)n1C
→ 5	-20	4	-1	2	-4	0.1	-1.5	-1

Results in ZTA DNA inh, for 4 of the compounds above:
| Molecule | ZTA DNA inh |
| --- | --- |
| CCCCn1c(N)c(N(CC(C)C)C(=O)c2cccc(S(=O)(=O)N3CC(C)OC(C)C3)c2)c(=O)[nH]c1=O (stereo not drawn) | 6 |
| O=C(Nc1nc(-c2cccc([N+](=O)[O-])c2)cs1)C(c1ccccc1)c1ccccc1 | 1 |
| O=C(COC(=O)c1cncc(Br)c1)NCCC1=CCCCC1 | 0 |
| COC1=C/C(=C/c2c(N)n3cc(C)sc3nc2=O)C=CC1=O | 14 |
